# From PubChem BioAssay
# FLuc inh counter = Photinus pyralis luciferase inhibition counter-screen; P08659; ATPLite firefly luciferase biochemical luminescence, 10 min; inhibition, % at 10 µM; 1.5% of 200,000 active; AID 1006;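 active = inhibition above about 50% when tested at 10 µM, limit read from the data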
# Target sequence (P08659 whole entry, looked up): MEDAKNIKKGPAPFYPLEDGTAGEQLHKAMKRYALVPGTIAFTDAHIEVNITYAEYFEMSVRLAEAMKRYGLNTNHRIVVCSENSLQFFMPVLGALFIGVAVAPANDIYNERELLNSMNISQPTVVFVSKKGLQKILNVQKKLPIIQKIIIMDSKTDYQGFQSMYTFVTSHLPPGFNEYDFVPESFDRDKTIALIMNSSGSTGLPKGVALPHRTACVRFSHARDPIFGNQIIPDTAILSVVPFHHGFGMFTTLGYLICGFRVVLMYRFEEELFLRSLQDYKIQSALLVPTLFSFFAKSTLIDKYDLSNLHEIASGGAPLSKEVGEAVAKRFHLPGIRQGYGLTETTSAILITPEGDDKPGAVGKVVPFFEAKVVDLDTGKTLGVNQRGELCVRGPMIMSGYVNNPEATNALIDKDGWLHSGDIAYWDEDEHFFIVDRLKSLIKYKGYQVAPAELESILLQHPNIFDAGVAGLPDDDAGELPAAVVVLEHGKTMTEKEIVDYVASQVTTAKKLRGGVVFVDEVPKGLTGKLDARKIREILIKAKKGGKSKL
# STAT3 act = increases IL-6 driven STAT3 reporter signal. U3A cells, IL-6 STAT3-luciferase reporter, luminescence; 100% = signal with IL-6 EC80 alone. activation (% of control), % at 5.6 µM. 0.91% of 190,000 active. AID 871;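 active = activation above the screen-wide mean of compound activation plus 3 SD, cut at about 130% in these data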;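 note: 0% = background luminescence of wells with medium and substrate only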
#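 Material: human U3A cells carrying STAT3-luciferase construct. Measured by: reporter luminescence signal. Timing: compound 1 h, then IL-6 6 h at 37 °C.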
# APP 5'UTR act = activates APP 5'UTR luciferase reporter. SH-SY5Y APP 5'UTR luciferase reporter, luminescence; zero percent = DMSO vehicle wells. activation, % at 2 µM. 1% of 190,000 active;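 active = activation above a set limit, based on mean plus 3 SD of controls, cut at about 140% in these data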; note: values of inactives mirror those of a sister screen read the other way
# NF-kB expr up = compounds increasing NF-kB expression in human neuronal cells | fold change at 12.5 µM | 1.6% of 190,000 active | NF-kB reporter expression; stronger effect = higher value | AID 1239; in the data active = fold change above about 3.3
# APP transl inh = APP translation inhibition. SH-SY5Y APP 5'UTR-luciferase reporter, luminescence. inhibition, % at 2 µM. 0.82% of 190,000 active. AID 1285;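 active = inhibition above a set limit, derived from the sample mean plus 3 SD, cut at about 45% in these data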; note: values of inactives mirror those of a sister screen read the other way
# STAT3 inh = inhibitors of IL-6 induced STAT3 signaling; inhibition, % at 5.5 µM; 0.89% of 190,000 active; U3A cells, IL-6 STAT3-luciferase reporter, luminescence; host cell line lacks STAT1; AID 862;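 active = inhibition above the mean inhibition across all screened compounds plus 3 SD, cut at about 44% in these data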;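 note: 0% = DMSO only wells and 100% = 100 µM nifuroxazide control wells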
# STAT1 activator = increases IFN-gamma driven STAT1 reporter signal; activation (% of control), % at 5.5 µM; 2.6% of 200,000 active; NIH 3T3 STAT1-luciferase reporter, luminescence; 100% = IFN-gamma alone, no compound;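 active = activation above the screen-wide mean activation plus 3 SD, cut at about 130% in these data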;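 note: raw ratio to IFN-gamma control signal so 100% means no change and 0% no light; values of inactives mirror those of a sister screen read the other way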
# ROMK primary = modulates human ROMK potassium channel activity | AID 1918 | 2% of 130,000 active | Tet-inducible ROMK, thallium flux fluorescence; actives lie on both sides | P48048 | B-score at 10 µM;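 active = signal ratio slope over the read window, or its plate-corrected B-score, at least 3 SD from the plate mean, either direction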;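 note: B-score of the F/F0 ratio slope over 7 to 12 s after thallium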
# Target sequence (P48048 whole entry, looked up): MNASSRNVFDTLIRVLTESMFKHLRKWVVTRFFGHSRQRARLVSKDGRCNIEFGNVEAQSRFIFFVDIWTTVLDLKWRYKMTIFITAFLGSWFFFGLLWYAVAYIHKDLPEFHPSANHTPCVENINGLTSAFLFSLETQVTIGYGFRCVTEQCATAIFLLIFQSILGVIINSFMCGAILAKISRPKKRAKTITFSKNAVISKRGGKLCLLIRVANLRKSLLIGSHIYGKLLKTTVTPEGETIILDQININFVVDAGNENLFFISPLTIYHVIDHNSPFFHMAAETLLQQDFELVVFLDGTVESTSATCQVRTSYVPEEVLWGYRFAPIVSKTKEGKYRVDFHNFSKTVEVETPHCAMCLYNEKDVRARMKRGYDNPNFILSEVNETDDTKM
# STAT1 blocker = reduces IFN-gamma driven STAT1 reporter signal; inhibition, % at 5.5 µM; 0.35% of 200,000 active; NIH 3T3 STAT1-luciferase reporter, luminescence; AID 920;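 active = inhibition above a set limit, the mean inhibition across all tested compounds plus 3 SD, cut at about 34% in these data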;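 note: 0% = IFN-gamma with DMSO and 100% = IFN-gamma with 300 µM nifuroxazide; values of inactives mirror those of a sister screen read the other way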
# FLuc act counter = firefly luciferase counter-screen for stimulation assays; P08659; ATPlite luciferase biochemical, luminescence, 10 min; 0 = ATP-free wells, 1 = DMSO control; activation factor at 10 µM; 200,000 tested, under 10 active; AID 1027;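 active = luciferase activation factor, scaled between plate controls, of at least 2 with compound at 10 µM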
#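 Assay system: Luciferase/luciferin detection reagent, cell-free biochemical luciferase assay / Read-out: luciferase activation / Benchmarks: No-ATP low control, compound-free enzyme-plus-ATP high control / Medium: PBS buffer for ATP / Detection: luminescence measurement of luciferase light output / Schedule: 10 min at ambient temperature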
# * hit, by the source's call; / = no result given.
SMILES,FLuc inh counter,STAT3 act,APP 5'UTR act,NF-kB expr up,APP transl inh,STAT3 inh,STAT1 activator,ROMK primary,STAT1 blocker,FLuc act counter
COc1ccc(/C(C)=N/OCC(=O)N=Nc2c(O)[nH]c3ccccc23)cc1,2.2,93.2,11.9,1.45,-11.9,10.6,105.5,/,-6.1,1
O=C(C1CCN(S(=O)(=O)c2cccc3nsnc23)CC1)N1CCN(c2ccccc2F)CC1,-5.3,95.9,-12.6,0.74,12.6,9.4,99.2,/,0.8,1.1
COc1ccccc1NS(=O)(=O)c1ccc2oc(SC3CCOC3=O)nc2c1 (stereo unspecified),-8.9,100.0,9.0,0.79,-9.0,4.3,93.3,-1.49,7.3,1.1
O=C(NCc1ccc2c(c1)OCO2)c1cccc(F)c1,-0.9,101.2,-9.2,1.08,9.2,5.0,102.0,/,-2.2,1
CC(=O)n1cc([C@@H]2C=C(C(=O)N3CCOCC3)O[C@H](OCCCCO)C2)c2ccccc21,-5.5,/,6.6,1,-6.6,/,96.7,/,5.1,1.1
COc1ccc(NC(=O)Cc2ccccc2)cn1,-4.5,101.5,8.6,1.13,-8.6,6.9,100.0,-0.0392,-2.1,1
O=C(NCC1COc2ccccc2O1)c1ccc(NC(=O)C2CCCO2)cc1 (stereo unspecified),-4.0,100.2,2.6,1.11,-2.6,6.3,108.3,/,-7.5,1
CO/N=C/c1cc([N+](=O)[O-])ccc1Sc1ccc(C)cc1,-2.5,111.8,-0.4,1.19,0.4,-8.2,100.1,/,-0.2,1
C=CCNC(=O)COC(=O)c1oc2ccccc2c1CSC1CCCCC1,-5.1,104.7,0.6,1.09,-0.6,-10.9,104.3,/,-4.7,1.1
CCN(CC)S(=O)(=O)c1c(Br)cc(C)cc1Br,-2.8,99.2,-2.5,1.29,2.5,5.4,107.8,-1.33,-8.4,1
COC(=O)C(C(=O)Nc1cccc(C)n1)C1CCCCCC1 (stereo unspecified),-7.0,95.9,-4.8,0.93,4.8,9.1,94.8,/,5.7,1.1
O=C(COc1nc2ccccc2nc1N1CCOCC1)Nc1ccc(S(=O)(=O)N2CCCC2)cc1,-3.0,100.4,6.5,1.02,-6.5,1.8,112.0,/,-13.5,1
FC(F)(F)c1ccc(N2CCN(c3cc(-c4ccccc4)nc4ncnn34)CC2)nc1,-11.3,65.1,12.7,1.19,-12.7,48.1*,85.1,-0.02,16.3,1.1
Fc1cccc(Nc2nc3ccccc3n3nnnc23)c1,-3.8,116.3,15.0,0.91,-15.0,-10.2,100.2,/,-0.2,1
COc1ccc(NC(=S)N(CCc2nc3cc(C)c(C)cc3[nH]2)Cc2cccnc2)cc1,-4.9,97.5,5.2,0.99,-5.2,10.5,95.8,-0.0573,4.7,1
O=[N+]([O-])c1ccc(OCCN2CCCCCC2)cc1,-3.9,106.9,5.4,0.93,-5.4,-2.1,100.5,/,-0.6,1
CCCCC(=O)NCCc1cc2c(C)ccc(C)c2[nH]c1=O,/,85.4,-0.3,/,0.3,22.7,98.2,/,2.1,/
CCC(C)NC(=O)Cn1cccc1C(=O)c1ccccc1 (stereo unspecified),-1.8,97.5,9.2,0.95,-9.2,9.3,107.6,0.24,-8.3,1
CC1=NN(C(C#N)c2cccc([N+](=O)[O-])c2)C(C)(C)C1 (stereo unspecified),-5.6,99.8,3.4,1.2,-3.4,-2.0,102.9,0.327,-3.2,1.1
CCCOC(=O)c1cccc(NC(=O)C(C)(C)C)c1,-3.3,98.5,6.4,1.06,-6.4,9.0,93.9,/,6.6,1
NC(=O)C(CC(=O)O)NC(=O)[C@@H]1CCCNc2c(I)cc([N+](=O)[O-])cc2C(=O)N[C@@H](CO)C(=O)N[C@@H](Cc2ccc(O)cc2)C(=O)N1 (stereo partly specified),-3.2,98.7,-0.8,1.35,0.8,-1.2,94.9,0.0205,5.6,1
O=C(O)c1cccc(NC(=O)c2ccc3c(c2)C(=O)N(CC2CCCO2)C3=O)c1 (stereo unspecified),50.9*,75.0,16.5,1.02,-16.5,29.9,65.9,0.438,37.1*,0.5
CCOC(=O)c1c(NC(=O)Cc2cccs2)sc2c1CCCC2,-5.1,97.0,-4.7,1.43,4.7,4.2,98.5,/,1.6,1.1
COc1cc(C)ccc1OCCCON1C(=O)CCC1=O,-0.8,93.8,/,1.11,/,7.5,99.8,1.15,-0.1,1
COc1cccc(C(=O)Nc2cccc3c2ccc2cccn23)c1,-8.7,90.8,19.7,1.27,-19.7,13.6,108.4,-0.00481,-9.2,1.1

# An excerpt from above in order of formula weight, descending.
SMILES,FLuc inh counter,STAT3 act,APP 5'UTR act,NF-kB expr up,APP transl inh,STAT3 inh,STAT1 activator,ROMK primary,STAT1 blocker,FLuc act counter
FC(F)(F)c1ccc(N2CCN(c3cc(-c4ccccc4)nc4ncnn34)CC2)nc1,-11.3,65.1,12.7,1.19,-12.7,48.1*,85.1,-0.02,16.3,1.1
O=C(O)c1cccc(NC(=O)c2ccc3c(c2)C(=O)N(CC2CCCO2)C3=O)c1 (stereo unspecified),50.9*,75.0,16.5,1.02,-16.5,29.9,65.9,0.438,37.1*,0.5
CCOC(=O)c1c(NC(=O)Cc2cccs2)sc2c1CCCC2,-5.1,97.0,-4.7,1.43,4.7,4.2,98.5,/,1.6,1.1
COC(=O)C(C(=O)Nc1cccc(C)n1)C1CCCCCC1 (stereo unspecified),-7.0,95.9,-4.8,0.93,4.8,9.1,94.8,/,5.7,1.1
CO/N=C/c1cc([N+](=O)[O-])ccc1Sc1ccc(C)cc1,-2.5,111.8,-0.4,1.19,0.4,-8.2,100.1,/,-0.2,1
CCC(C)NC(=O)Cn1cccc1C(=O)c1ccccc1 (stereo unspecified),-1.8,97.5,9.2,0.95,-9.2,9.3,107.6,0.24,-8.3,1
O=C(NCc1ccc2c(c1)OCO2)c1cccc(F)c1,-0.9,101.2,-9.2,1.08,9.2,5.0,102.0,/,-2.2,1
CC1=NN(C(C#N)c2cccc([N+](=O)[O-])c2)C(C)(C)C1 (stereo unspecified),-5.6,99.8,3.4,1.2,-3.4,-2.0,102.9,0.327,-3.2,1.1
O=[N+]([O-])c1ccc(OCCN2CCCCCC2)cc1,-3.9,106.9,5.4,0.93,-5.4,-2.1,100.5,/,-0.6,1
CCCOC(=O)c1cccc(NC(=O)C(C)(C)C)c1,-3.3,98.5,6.4,1.06,-6.4,9.0,93.9,/,6.6,1

# Next structures.
SMILES,FLuc inh counter,STAT3 act,APP 5'UTR act,NF-kB expr up,APP transl inh,STAT3 inh,STAT1 activator,ROMK primary,STAT1 blocker,FLuc act counter
Cc1ccc2cc3cc(C(=O)N(CC(=O)NC4CCCC4)c4cccc(C)c4C)sc3nc2c1,2.4,104.0,-10.7,0.36,10.7,-2.2,107.1,/,-7.9,1
CCCn1nnc(NC(=O)/C=C/c2ccccc2)n1,-1.3,98.7,-6.5,1.44,6.5,8.2,109.7,-0.0933,-12.0,1
COc1ccc(-n2c(C)nnc2SCC(=O)N2C(C)CCCC2C)cc1 (stereo unspecified),-0.1,104.7,0.9,1.3,-0.9,-1.3,102.2,/,-2.4,1
O=c1[nH]c(CSc2nnc(-c3cccnc3)n2C2CCCCC2)nc2ccccc12,-8.1,96.1,2.7,0.34,-2.7,4.8,96.1,-0.00697,4.2,1.1
CCc1nc(SCc2nnc(-c3ccc(C)cc3)o2)c2c(C)c(C)sc2n1,/,102.7,2.8,/,-2.8,0.6,105.0,/,-6.8,/
S=C(NCc1ccccn1)Nc1ccc(Cl)c(Cl)c1,-1.4,93.0,11.3,1.34,-11.3,15.7,100.8,0.168,-0.9,1
CCCCCOC(=O)C1[C@H]2C(=O)N(c3ccccc3CC)C[C@]23C=C[C@H]1O3 (stereo partly specified),-4.0,98.0,-5.3,0.93,5.3,4.3,100.5,-0.357,-0.5,1
CCCC(=O)Nc1nc2nc(-c3ccccc3)cc(=O)n2[nH]1,-2.6,99.5,4.8,1,-4.8,5.0,95.8,-0.0117,4.5,1
CCCN1C(=O)c2cc(C(=O)NCCc3cccc(C)c3)ccc2C1O (stereo unspecified),2.5,98.3,-5.5,1.29,5.5,10.9,110.3,/,-11.4,1
C=CCn1c(SCC(=O)NC2CCCCC2)nnc1-c1ccc(OC)cc1,-4.2,96.1,13.1,1.48,-13.1,8.1,103.8,-0.921,-4.2,1
S=C1NCCOCCNC(=S)NCCOCCOCCOCCN1,-7.4,94.9,-5.0,0.86,5.0,8.8,87.0,0.0792,14.8,1.1
CS(=O)(=O)N(Cc1ccccc1)c1ccc(C(=O)N2CCN(c3cccc(Cl)c3)CC2)cc1,-2.8,97.8,-26.2,0.66,26.2,9.9,94.8,/,5.7,1
COc1ccc2nc(NC(=O)c3cccc(-c4cc5ccccc5oc4=O)c3)sc2c1,6.0,102.5,10.5,1.12,-10.5,-4.5,111.6,/,-12.7,0.9
CCOC(=O)C1CCN(C(=O)Cn2cc(C(=O)C3CC3)c3ccccc32)CC1,-0.5,98.1,8.3,1.19,-8.3,3.6,98.7,-0.712,1.6,1
CCOC(=O)N1CCN(C(=O)CSc2ccc3nnc(-c4cccnc4)n3n2)CC1,-5.0,100.8,10.6,1,-10.6,0.6,98.8,-0.698,-1.1,1.1
COc1cc(C(=O)N2CCN(S(=O)(=O)c3ccc(F)cc3)CC2)cc(OC)c1OC,-4.7,99.2,1.3,0.99,-1.3,7.7,92.6,1.7,8.0,1
COc1ccc2cc3cc(C(=O)N4CCN(c5ccccc5)CC4)oc3nc2c1,-11.0,95.6,13.5,1.42,-13.5,10.7,97.1,0.2,3.1,1.1
CC1(c2cc(C(F)(F)F)n3nc(C(=O)O)cc3n2)CC1,-4.9,99.7,-29.6,1.05,29.6,3.6,109.1,1.4,-4.2,1
O=C1NC2(CCOc3ccccc32)C(=O)N1CC(=O)N(Cc1ccccc1)C1CCS(=O)(=O)C1 (stereo unspecified),-3.2,102.5,5.8,1,-5.8,-0.3,92.7,/,7.9,1
CCC(=O)c1ccc(OCC(O)CN2C(=O)NC(C)(C)C2=O)cc1 (stereo unspecified),-5.7,/,0.6,1.03,-0.6,/,/,/,/,1.1
Cc1sc(-c2ccncc2)nc1OC(=O)c1ccc(F)cc1F,-1.4,97.8,-6.5,1.04,6.5,4.5,51.4,-0.956,51.4*,1
Cc1ccc(-c2nnc(CSc3nnc(COc4cccc5ccccc45)n3-c3ccccc3)o2)cc1,-7.9,94.3,13.6,0.61,-13.6,4.0,98.2,-0.498,1.9,1.1
O=C(CSCc1ccccc1)N1CCN(c2cccc(C(F)(F)F)c2)CC1,-3.8,105.7,/,1.02,/,-6.7,101.7,-0.597,-2.5,1
O=C(c1csc2ccccc12)N1CCCCCC1,-4.1,96.5,5.6,0.87,-5.6,8.6,99.4,/,2.0,1
Cn1ncc(Cl)c1C(=O)NC1C2CC3CC(C2)CC1C3 (stereo unspecified),-9.6,98.5,-13.4,1.1,13.4,4.0,98.2,0.409,2.5,1.1
CCOC(=O)CNC(=O)CSc1nnc(-c2ccccc2OC)n1CC,-2.1,111.3,9.3,1.14,-9.3,-5.6,100.6,0.0424,-0.7,1
Cn1cccc1Cc1nnc(SCC(=O)NCc2ccco2)n1-c1ccc(F)cc1,0.2,95.5,3.4,1.07,-3.4,8.9,102.3,/,-2.5,1

# The order is random; about 7.1% have a hit in one of these screens.
